Screens deposited in PubChem by National Center for Advancing Translational Sciences (NCATS).
DRD3 antagonist: qHTS of D3 Dopamine Receptor Antagonist: qHTS. hit rate 2.5% among 360,000. D(3) dopamine receptor (Homo sapiens), P35462. max response, negative = inhibition, %. D3R cells, DiscoveRx beta-arrestin luminescence, antagonist mode; hits give low values; in the data active = max response below about -50%; inconclusive = no clear call, values can overlap the other calls; also: % is scaled to controls: 0 for no effect and ±100 for the full control effect; mostly tested at two doses, the higher about 12 µM
Target sequence (P35462 whole entry, looked up): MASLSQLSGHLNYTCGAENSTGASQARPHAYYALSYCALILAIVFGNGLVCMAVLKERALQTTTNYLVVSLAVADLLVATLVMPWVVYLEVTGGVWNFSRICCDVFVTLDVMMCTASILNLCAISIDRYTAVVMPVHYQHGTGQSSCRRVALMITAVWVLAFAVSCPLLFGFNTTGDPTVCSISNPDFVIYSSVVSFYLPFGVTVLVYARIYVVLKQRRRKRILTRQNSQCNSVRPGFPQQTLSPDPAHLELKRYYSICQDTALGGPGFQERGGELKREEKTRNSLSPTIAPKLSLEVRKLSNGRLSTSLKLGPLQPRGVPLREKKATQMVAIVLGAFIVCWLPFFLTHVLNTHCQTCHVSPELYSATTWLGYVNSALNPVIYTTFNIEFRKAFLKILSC
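Cells expressing the human receptor were seeded at 1500 cells/well, incubated overnight at 37 degrees C in 5% CO2, then exposed to library compounds with dopamine controls for 90 minutes at 37 degrees C before luminescent detection.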
MmCpn inh: Inhibitors of TCP-1 ring complex (TRiC) of Methanococcus maripaludis (MmCpn): qHTS. AID 504842, 2011. purified Mm-Cpn ATPase, ADP Transcreener TR-FRET. hit rate 0.031% among 330,000. Chaperonin Mm-Cpn (Methanococcus maripaludis). Potency, µM (highest dose often 76.9 µM), for the others: at the highest dose activity, negative = inhibition, usual class: inhibitors; also: potency is read from the fitted curve at half-maximal effect; % is scaled to controls: 0 for no effect and ±100 for the full control effect; nearly all actives have a fitted effect of over 80% in size
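Compound-treated chaperonin, 25 nM final, turns over 10 uM ATP at 37°C for 30 min following a 10 min preincubation; ADP generated competes with ADP-d2 for Eu-cryptate antibody, lowering FRET.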
DRD3 agonist: qHTS of D3 Dopamine Receptor Agonist: qHTS. max activation, %. AID 652048, 2013. D3R DiscoveRx beta-arrestin cells, luminescence, 90 min. D(3) dopamine receptor (Homo sapiens), P35462. hit rate 0.58% among 410,000; in the data active = max activation above about 30%; also: 0% is about no effect; mostly tested at two doses, the higher about 12 µM
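Agonist-mode cell screen: cells plated at 1500/well and incubated overnight at 37 °C, then exposed to library compounds for 90 min at 37 °C. Detection reagent was added for 30–60 min at room temperature, and luminescence was read.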
EPAC2 antagonist: qHTS for Antagonist of cAMP-regulated guanine nucleotide exchange factor 2 (EPAC2): primary screen; Potency, µM (highest dose often 114 µM), for the others: top-dose activity, negative = inhibition, actives largely listed as inhibitors; hit rate 0.18% among 360,000; AID 720708, 2013; EPAC2 GEF exchange of Rap1B-BODIPY-GDP, fluorescence; Rap guanine nucleotide exchange factor 4 (Homo sapiens), Q8WZA2; also: potency is read from the fitted curve at half-maximal effect; % is scaled to controls: 0 for no effect and ±100 for the full control effect; nearly all actives have a fitted effect of over 45% in size; many of its hits are not listed in these tables
Akt phos inh: HTS Assay for Inhibitors of Akt Phophorylation: Primary Screen; Neuro2A IGF-stimulated pAkt S473 HTRF, 20 min; hits give low values; activity change, % for hits at 50 µM; hit rate 0.32% among 360,000; AID 651550, 2012; in the data active = activity change below about -80%; inconclusive = mostly about -51% to -80%; also: % is scaled to controls: 0 for no effect and ±100 for the full control effect
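Neuro2A cells in DMEM with 0.5% FBS, overnight at 37 deg C, given compound at single 50 µM final, then IGF (6 nM final) for 20 min at 37 deg C. Lysed; phospho-Akt Ser473 by HTRF after 24 h, 665/615 ratio.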
EPAC2 ag: qHTS for Agonist of cAMP-regulated guanine nucleotide exchange factor 4 (EPAC2): primary screen. AID 720711, 2013. EPAC2 activation, biochemical qHTS; response scale: 100% = 6.5 mM cAMP response. Rap guanine nucleotide exchange factor 4 (Homo sapiens), Q8WZA2. hit rate 0.079% among 360,000. Potency, µM (highest dose often 154 µM), inactives show at the highest dose activation, usual class: activators; also: potency is read from the fitted curve at half-maximal effect; nearly all actives have a fitted effect of over 50% in size
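Compounds were added across a concentration range to EPAC2 (100 nM), RAP1B-BODIPY-GDP (250 nM) and GDP (50 uM). After 5 min at room temperature, fluorescence was recorded at 5-min intervals for 30 min.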
PTHR1 agonist: qHTS for PTHR1 Agonists: Primary Screen; Parathyroid hormone/parathyroid hormone-related peptide receptor (Homo sapiens), Q03431; hit rate 0.075% among 410,000; HEK293 GP2 PTHR1 cells, GloSensor cAMP luminescence, 1 h; Potency, µM (highest dose often 115 µM), for inactives: at the highest dose activation, hits mostly activators; also: potency is read from the fitted curve at half-maximal effect; nearly all actives have a fitted effect of over 55% in size; some results filed as inactive show a strong effect at the top dose; inactives centre near -15; many of its hits are not listed in these tables
Target sequence (Q03431 whole entry, looked up): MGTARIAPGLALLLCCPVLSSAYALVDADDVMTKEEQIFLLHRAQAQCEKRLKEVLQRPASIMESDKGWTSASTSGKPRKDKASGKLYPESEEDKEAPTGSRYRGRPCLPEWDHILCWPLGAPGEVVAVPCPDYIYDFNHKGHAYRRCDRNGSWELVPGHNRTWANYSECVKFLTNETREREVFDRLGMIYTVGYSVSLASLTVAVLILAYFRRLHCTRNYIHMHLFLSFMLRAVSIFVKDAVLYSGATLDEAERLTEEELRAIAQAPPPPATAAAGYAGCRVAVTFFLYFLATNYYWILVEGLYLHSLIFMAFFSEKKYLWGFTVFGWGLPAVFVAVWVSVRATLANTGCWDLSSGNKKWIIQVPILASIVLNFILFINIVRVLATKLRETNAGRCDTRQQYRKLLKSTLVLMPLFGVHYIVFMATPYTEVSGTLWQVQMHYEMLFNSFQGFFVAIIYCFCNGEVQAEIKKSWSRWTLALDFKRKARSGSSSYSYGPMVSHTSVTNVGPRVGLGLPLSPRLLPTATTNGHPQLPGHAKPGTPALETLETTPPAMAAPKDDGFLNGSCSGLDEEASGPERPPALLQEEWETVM
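HEK-293-derived GP2 cells expressing PTHR1 and a GloSensor cAMP reporter, 3,000/well, plated overnight, given luciferin plus IBMX (each 0.5 mM as added) for 1 h at 37 °C, then compound for 1 h at 37 °C. Luminescence was read after 15 min at room temperature.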
CCT chaperon mod: High-Throughput Screening for Modulators of Cytosolic Chaperonin Activity. purified chaperonin ATPase assay, HTRF ADP detection, 30 min. AID 651819, 2012. activity change, % (no concentration beside the values), hits read low. hit rate 0.3% among 360,000; in the data active = activity change below about -30%; also: % is scaled to controls: 0 for no effect and ±100 for the full control effect
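TRiC at 40 or 20 nM final (batch-dependent) in 30 mM Tris pH 7.4, 100 mM KCl, 5 mM MgCl2, 1 mM DTT, with compound at single 76 uM and 10 uM ATP, 30 min at 37 deg C. ADP detected by HTRF Transcreener, 665/615 ratio.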
An asterisk follows results filed as active; i = inactive; ? = inconclusive; / = not tested or not shown; [ ] = another dose, or the depositor's remark. Unless noted, calls follow the shape of the dose curve; as a rule, active = well fitted curve in the direction sought with a large enough effect; inconclusive = small, poorly fitted or top-dose-only effect, or another doubt; inactive = no such curve, though single readings can be large; an effect the other way counts as inactive or inconclusive.

Order of values – DRD3 antagonist | MmCpn inh | DRD3 agonist | EPAC2 antagonist | Akt phos inh | EPAC2 ag | PTHR1 agonist | CCT chaperon mod
COc1cccc(N2CCN(C(=O)c3cc4c(OC)c(OC)c(OC)cc4[nH]3)CC2)c1
 : -4 | -1% | 1 | -1% | i | -4% | -13% | -0.1
N#Cc1ccccc1Cn1c(=O)n(Cc2ccc(C(=O)NCc3ccco3)cc2)c(=O)c2ccccc21
 : -12 | 1% | -14 | -3% | i | 13% | -6% | -1.6
CC1(C)Cc2ccccc2-c2nnc(SCC(=O)Nc3nc4ccccc4s3)n21
 : -12 | 0% | -20 | 2% | i | -3% | -14%[57.5 µM] | -2.9
Cc1cc(F)cc(-c2cc(C(=O)NCC3CCCCC3)[nH]n2)c1
 : ? | / | -11 | 2% | i | -6% | i | 0.1
Cc1cccc(OCC(=O)N2CCC3(CC2)CC(=O)c2ccccc2O3)c1
 : 12 | 0% | -1 | -1% | i | 3% | -7% | 0.7
Cc1nc(C(F)(F)F)c(C(=O)N/N=C(\N)c2cccnc2)s1
 : -8 | 0% | 11 | 10% | i | 8% | i | 1.3
O=C(NCc1ccccn1)C1CCN(S(=O)(=O)c2ccccc2)CC1
 : -15 | -2% | -6 | 10% | i | 7% | i | 1.3
C=CCNC(=S)/N=c1/ccccn1C
 : 10 | 0% | 8 | 10% | i | 1% | -24% | -0.2
C=CCNC(=O)COC(=O)c1ccc(Cl)c(S(N)(=O)=O)c1
 : ? | -3% | -2 | -2% | i | -1% | ? | -3.3
Cc1ccc2c(c1)N(S(=O)(=O)c1ccc(CN3C(=O)c4cccnc4C3=O)cc1)CCO2
 : 11 | 6% | -2 | -8% | i | 3% | i | -1.2
CCN(CC(=O)Nc1cc(Cl)ccc1C)C(=O)CCOc1ccc(C)cc1
 : -2 | 0% | -1 | 4% | i | -5% | -44%[inhibitor] | -0.3
Cc1ccccc1-n1ncc2c1CC(C)(C)CC2NC(=O)c1snnc1C (stereo not given)
 : -6 | 1% | -3 | 5% | i | 6% | -5% | -1.2
COC(=O)c1ccc(NC(=O)CN2CCCC2)cc1
 : ? | 0% | -7 | 1% | i | 1% | -1%[57.5 µM] | 0.0
CCCS(=O)(=O)N1CCCC(C(=O)NCCc2ccccc2)C1 (stereo not given)
 : 7 | 0% | 5 | 3% | i | 5% | i | -2.2
COc1ccccc1Nc1nc(C)nc2c1oc1ccccc12
 : 28 | -8% | 9 | -19% | i | 2% | -14% | -1.2
O=C(c1cccc([N+](=O)[O-])c1)N1CCN(Cc2ccccc2)CC1
 : -15 | 2% | -5 | 8% | i | 13% | -6% | -0.9
O=C(O)c1cc(-c2ccc(N3CCOCC3)cc2)nn1-c1ccc(F)cc1
 : -11 | -2% | -2 | -3% | i | -4% | -14% | 0.0
CCc1c(C)nc2c(-c3ccccc3)c(C)[nH]n2c1=O
 : -21 | 1% | -10 | -3% | i | 13% | -1% | -0.4
Clc1ccc(-n2nnnc2CN2CCOCC2)cc1
 : -5 | -1% | -4 | -1% | / | 11% | i | -1.3
COc1ccc(OC)c(C(=O)NC(CC(N)=O)c2ccc(NC(C)C)c([N+](=O)[O-])c2)c1 (stereo not given)
 : 0 | 0% | 20 | 11% | i | 7% | -25% | 0.4
C[C@@H]1O[C@H](C2CC2)Cc2[nH]c(=S)[nH]c(=O)c21
 : ? | / | -5 | 2% | i | 7% | -2% | -1.2
COc1cc2c(cc1OC)CN(Cc1ccccc1)CC2
 : -24 | 0% | -27 | 5% | i | 0% | i | 0.4
COc1ccc(N(CC(=O)N/N=C/c2cccs2)S(=O)(=O)c2ccccc2)cc1
 : 5 | ? | 0 | 6% | i | 6% | -6% | -0.5
CC(C)c1cccc(C(C)C)c1OCCCCCN1CCOCC1
 : -11 | / | -20 | -17% | i | 9% | -22% | -0.7
CC(C)OCCCNC(=O)CCN1C(=O)COc2ccccc21
 : 5 | -3% | 2 | 16% | i | 1% | i | 2.0
CC(C)n1c(N2CCN(CC(=O)Nc3ccc4c(c3)OCCO4)CC2)nc2ccccc21
 : 22 | -2% | -3 | -2% | i | -4% | -39%[inhibitor] | 1.6
Cc1ccc(Nc2nc(N)nc(CN3CCN(Cc4ccccc4)CC3)n2)cc1Cl
 : -11 | 1% | -10 | -9% | i | 18% | i | -3.3
COc1ccccc1NS(=O)(=O)c1ccc(NC(=O)c2ccccn2)cc1
 : 0 | -1% | -3 | -5% | i | 3% | -39%[inhibitor] | -2.6
CCSc1cnn(-c2ccccc2)c(=O)c1SCC
 : 14 | ? | 4 | 0% | i | 11% | 0%[57.5 µM] | 0.1
Cn1c(NC(=O)c2ccc(F)cc2)nc2ccccc21
 : -14 | -3% | -9 | 1% | i | -3% | -34%[inhibitor] | -1.6

Already shown: two of the compounds above.
Order of values – DRD3 antagonist | MmCpn inh | DRD3 agonist | EPAC2 antagonist | Akt phos inh | EPAC2 ag | PTHR1 agonist | CCT chaperon mod
O=C(c1cccc([N+](=O)[O-])c1)N1CCN(Cc2ccccc2)CC1
 : -15 | 2% | -5 | 8% | i | 13% | -6% | -0.9
O=C(O)c1cc(-c2ccc(N3CCOCC3)cc2)nn1-c1ccc(F)cc1
 : -11 | -2% | -2 | -3% | i | -4% | -14% | 0.0

Record cards, from the list above. Values in the order: DRD3 antagonist, MmCpn inh, DRD3 agonist, EPAC2 antagonist, Akt phos inh, EPAC2 ag, PTHR1 agonist, CCT chaperon mod
Results for CC(C)c1cccc(C(C)C)c1OCCCCCN1CCOCC1 → -11, /, -20, -17%, i, 9%, -22%, -0.7
Results for CCSc1cnn(-c2ccccc2)c(=O)c1SCC → 14, ?, 4, 0%, i, 11%, 0%[57.5 µM], 0.1

Later entries
Order of values – DRD3 antagonist | MmCpn inh | DRD3 agonist | EPAC2 antagonist | Akt phos inh | EPAC2 ag | PTHR1 agonist | CCT chaperon mod
Cc1ccc(CN(C)C(=O)C2CCC(=O)N(CC3CCCCC3)C2)o1 (stereo not given)
 : 3 | -4% | -3 | 14% | i | -4% | ? | 0.0
O=C1CCCc2oc3c(cc(NS(=O)(=O)c4ccc5c6c(cccc46)C(=O)N5)c4ccccc43)c21
 : -26 | 0% | 0 | 2% | i | 16% | -5% | 0.2
CCCCCCC(=O)N1C/C=C\C(c2ccc(OC)cc2)N(Cc2ccc(F)cc2)C(=O)C1 (stereo not given)
 : -11 | 4% | 15 | -19% | i | 10% | -31%[inhibitor] | 0.6
COc1ccc(NC(=O)C(=O)Nc2cccc3cccnc23)cc1OC
 : 0 | 0% | -10 | -3% | i | -1% | -12% | -1.2
C=CCN1CCN(C(=O)CCCc2ccccc2)CC1
 : 1 | -2% | -2 | 9% | i | 2% | -22% | -2.6
CCN(CC)S(=O)(=O)c1ccc(N2CC(C(=O)NCc3ccc4c(c3)OCO4)CC2=O)cc1 (stereo not given)
 : -22 | -3% | -4 | 19% | i | -9% | -12% | -1.4
CCOC(=O)N1CCN(c2cc(N3CCOCC3)c(F)cc2[N+](=O)[O-])CC1
 : 2 | 0% | -5 | -6% | i | 1% | -22% | 3.7
NC(=O)C1CCN(c2oc(-c3cccs3)nc2S(=O)(=O)c2ccc(Br)cc2)CC1
 : 3 | -1% | 2 | ? | i | 0% | -20% | -1.3
CN(CC(=O)NC(=O)NC1CCCCC1)CC(=O)Nc1ccc(OC(F)(F)F)cc1
 : 8 | -3% | 4 | ? | i | -22% | -28% | -0.9
Cc1cc(C(=O)CCC(=O)N2CCN(c3ccccc3F)CC2)c(C)s1
 : 1 | -14% | 4 | -11% | i | 22% | -16% | 0.4
N#CCCN(Cc1cccnc1)CN1C(=O)c2ccccc2C1=O
 : -14 | / | -3 | 10% | i | 1% | -9% | 0.0
O=C1OCc2nc3cc4c(cc3c(-c3ccc(F)cc3)c21)OCO4
 : -10 | 0% | 0 | 3% | i | -5% | i | -3.1
COc1ccc(-c2cc3nc(C)c(CCC(=O)N4CCN(c5ccccn5)CC4)c(C)n3n2)c(OC)c1
 : 2 | -11% | 11 | 19% | i | 12% | i | -3.6
Cc1ccc(NC(=O)C2CCCCC2C(=O)O)cc1C (stereo not given)
 : 0 | -1% | 1 | 0% | i | 8% | -3% | -1.4
COC(=O)C1CCN(C(=O)N2CCOCC2)CC1
 : 24 | 1% | -1 | 0% | i | 3% | -12%[57.5 µM] | 1.9
CNc1nn(-c2cccc(Cl)c2)nc1N
 : -27 | -4% | -7 | -1% | i | -1% | -4% | -0.6
CN1CCC(=NNC(=O)CN(c2cccc(Cl)c2)S(C)(=O)=O)CC1
 : 0 | 2% | -21 | 11% | i | 11% | -24% | -1.9
O=S(=O)(c1ccc2ccccc2c1)N1CCC(c2nc(-c3ccncc3)no2)CC1
 : -12 | -1% | -12 | -2% | i | 11% | -21%[57.5 µM] | -2.5
CC(=O)N1CCN(C(=O)c2ccc3c(c2)OCCO3)CC1
 : 8 | 1% | -1 | 8% | i | -3% | i | -0.3
CCc1nc(C)ccc1OCC(=O)O
 : 10 | 0% | -3 | 2% | i | 9% | -15% | -2.6
COc1ccc(N=C2C(=S)N(c3ccc(OC)cc3)C(=NS(=O)(=O)c3ccccc3)N2c2ccccc2)cc1
 : -9 | / | 4 | 5% | i | 4% | -21% | -5.9
O=C1CN(C(=O)COC(=O)CCCOc2ccccc2)c2ccccc2N1
 : -16 | 2% | 0 | 0% | i | -4% | i | -1.7
O=C(NCCN1CCOCC1)c1c(F)c(F)c(F)c(F)c1F
 : -14 | -1% | 8 | 11% | i | -3% | i | 1.9
Cc1nnc(SCC(=O)Nc2nnc(-c3ccccc3)o2)s1
 : -5 | 2% | -9 | 8% | i | -10% | i | -2.4

These rows are one share of the data (hit frequency here may not be typical).
